TRPML3 ag: activates the human TRPML3 channel | Q8TDD5 | HEK293 TRPML3-YFP, Fluo-8 calcium fluorescence; 100% = the carbachol control signal | activation, % at 3 µM | actives 0.29% (n = 220,000) | AID 1448;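 active = activation above its plate's cutoff, the mean activation of the plate's test wells plus 3 SD, cut at about 12% in these data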;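 note: 0% = DMSO only wells and 100% = carbachol wells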
Target sequence (Q8TDD5 whole entry, looked up): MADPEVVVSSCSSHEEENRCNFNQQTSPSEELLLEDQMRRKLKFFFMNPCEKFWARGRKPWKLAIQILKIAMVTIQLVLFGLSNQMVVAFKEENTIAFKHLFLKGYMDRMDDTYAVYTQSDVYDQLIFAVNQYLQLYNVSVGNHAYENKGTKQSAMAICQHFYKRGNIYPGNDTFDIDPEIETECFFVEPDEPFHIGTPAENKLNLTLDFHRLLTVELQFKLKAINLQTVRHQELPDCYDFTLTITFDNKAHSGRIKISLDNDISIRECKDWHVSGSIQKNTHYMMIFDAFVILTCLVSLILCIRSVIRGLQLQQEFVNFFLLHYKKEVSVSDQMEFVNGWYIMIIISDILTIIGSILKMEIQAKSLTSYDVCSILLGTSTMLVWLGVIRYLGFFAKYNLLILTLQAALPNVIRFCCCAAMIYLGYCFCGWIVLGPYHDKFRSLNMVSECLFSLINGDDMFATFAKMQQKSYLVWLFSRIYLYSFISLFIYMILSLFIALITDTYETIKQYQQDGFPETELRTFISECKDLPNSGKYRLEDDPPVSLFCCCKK
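Test system: HEK293 cells stably carrying human TRPML3-YFP; Doses: single dose, 3 µM final nominal compound, 0.3% DMSO final; Schedule: dye loading 1 h 37 °C then 30 min ambient, 125 s read; Technique: Fluo-8 calcium fluorescence; Benchmarks: high control carbachol 87 µM, low control DMSO.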
PPC-1+TRAIL kill: compounds killing PPC-1 cancer cells with TRAIL present (potentiator screen, no TRAIL-free arm). actives 0.41% (n = 220,000). cell killing (% activity), % at 4 µM. AID 1443. PPC-1 cells + TRAIL, ATPLite viability luminescence;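 active = cell killing above 50% in the first pass at 4 µM, then a duplicate retest at 5 µM averaging 50% or more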;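 note: plate controls were cells with TRAIL plus DMSO for no effect and medium-only wells lacking cells for full effect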
Cl transport mod: modulates chloride dependent transport by human KCC2 | KCC2 cells, thallium flux FluoZin-2 fluorescence | B-score of Tl+ flux slope (higher = more flux/activation; lower = inhibition) at 10 µM | actives 2.2% (n = 190,000) | AID 1456;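 active = thallium flux slope and its plate-corrected score both differing from the plate sample mean at a set confidence after two filtering rounds, in either direction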;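 note: slope of fluorescence scaled to starting intensity during 10 to 20 s after thallium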
m-calpain inh: blocks pig calpain II enzyme activity. purified calpain II, fluorogenic peptide substrate, 30 min. inhibition, % at 16 µM. actives 0.37% (n = 220,000). AID 1236;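 active = inhibition above about 50%, limit read from the data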
Furin inhibitor: blocks human furin protease activity. purified furin, fluorogenic substrate cleavage. inhibition, % at 30 µM. actives 0.061% (n = 220,000); in the data active = inhibition above about 25%; note: inactives centre near -15
EBV gp42 block: blocks Epstein-Barr virus glycoprotein 42 binding | Q1HVG2 | Fluorescence polarization binding assay, mP read-out | inhibition, % (tested at 21.74 µM) | actives 0.42% (n = 220,000) | AID 1085; in the data active = inhibition above about 50%
Target sequence (Q1HVG2 whole entry, looked up): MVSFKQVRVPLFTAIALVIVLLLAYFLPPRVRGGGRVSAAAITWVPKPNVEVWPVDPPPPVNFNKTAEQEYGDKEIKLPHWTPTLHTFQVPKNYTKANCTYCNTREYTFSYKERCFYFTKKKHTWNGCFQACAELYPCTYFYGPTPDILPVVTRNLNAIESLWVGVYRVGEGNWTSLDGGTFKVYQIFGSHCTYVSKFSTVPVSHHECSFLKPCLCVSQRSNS
Tb hexokinase: T. brucei hexokinase 1 inhibition; recombinant TbHK1, G6PDH-coupled NADH A340; inhibition, % at 10 µM; actives 0.11% (n = 220,000);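 active = inhibition of 50% or more in the single-dose primary screen; inactive = inhibition below 50%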
thrombin 1536: inhibitors of human thrombin; P00734; alpha-thrombin, Boc-VPR-AMC fluorogenic substrate cleavage; inhibition, % at 5 µM; actives 0.26% (n = 220,000); AID 1046;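 active = inhibition at or above 40%; inactive = inhibition below 40%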;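 note: 0% = enzyme with no compound and 100% = wells without enzyme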
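Material: human alpha-thrombin enzyme / Medium: pH 7.5 Tris (50 mM) with NaCl 150 mM, Tween 20 0.05% / Compound: single-point dosing at 5 µM, 0.2% DMSO / Incubation: enzyme reaction carried out at room temperature / Detection: AMC fluorescence, 355/460 nm / Read-out basis: percent inhibition scaled between no-compound controls and no-enzyme blanks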
zfTRPN1 agonist: zebrafish TRPN1 (NompC) channel agonism; HEK293 zebrafish TRPN1-YFP, Fluo-8 calcium fluorescence; 100% = response to 87 µM carbachol; activation, % at 3 µM; actives 0.18% (n = 220,000);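 active = activation above its plate's cutoff, the mean activation of test wells on that plate plus 3 SD, cut at about 19% in these data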;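 note: 0% = DMSO alone and 100% = 87 µM carbachol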
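System: zebrafish TRPN1-YFP in HEK293 cells / Dosing: 3 µM single point / Timing: dye loading 1 h at 37 °C, then 30 min room temperature / Signal: Fluo-8 calcium fluorescence, excitation 470-495 nm, emission 515-575 nm / Read-out basis: percent activation from peak over basal fluorescence ratio, control-normalized / Control set: high carbachol 87 µM, low DMSO alone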
* marks the source's active call; other numbers are inactive results; x = no result given; [ ] = another dose, or the depositor's remark.

cpd	molecule	TRPML3 ag	PPC-1+TRAIL kill	Cl transport mod	m-calpain inh	Furin inhibitor	EBV gp42 block	Tb hexokinase	thrombin 1536	zfTRPN1 agonist
1	COc1ccc(NC(=O)Nc2ccc(N3CCCC3=O)cc2)cc1OC	0.6	-11.0	-1.96	-20.7	-20.5	-6.7	-6.3	-1.2	0.4
2	CC(C)(C)c1[nH]c2ccccc2c1/C=N/O	-0.2	-9.8	0.416	-10.1	-15.5[20 µM]	-24.1	-4.8	-1.7	-0.1
3	COc1ccc(NC(=O)CC2C(=O)N(Cc3cccs3)C(=S)N2C(C)C)cc1 (centres undefined)	2.2	1.0	-1.02	-29.7	-21.8	4.0	-4.4	2.8	2.3
4	CC(C)Cn1c(S(=O)(=O)O)nc2ccccc21	-0.3	5.2	-0.1	1.8	-11.5	-20.9	-4.0	2.4	0.2
5	O=C(c1ccc([N+](=O)[O-])cc1)N1CCSC1c1ccc(Br)cc1 (centres undefined)	-0.4	2.9	-0.513	-14.4	-19.6	-11.2	-3.5	-8.2	0.2
6	CC1CCc2nn(CC(=O)NCc3ccco3)cc2C1 (centres undefined)	-0.2	11.8	0.492	23.6	-22.0	-2.9	-3.1	-2.3	-0.4
7	COc1ccccc1NC(=S)N(CCc1ccc(OC)c(OC)c1)Cc1ccccn1	-0.3	-9.0	-0.498	5.2	-19.8	-1.7	0.3	-1.5	1.0
8	NC(=O)Nn1c(CCC(=O)O)ccc1-c1ccc(Cl)cc1	0.7	18.9	1.39	-18.5	-28.1	-3.4	-8.8	-3.2	3.2
9	CCCC(=O)Nc1ccc(NC(=O)Cc2ccccc2)cn1	0.5	30.6	0.832	-20.7	-13.1[20 µM]	-0.7	6.4	2.1	0.5
10	Cc1cc(Nc2ccccc2C(=O)O)n(-c2cccc(Cl)c2)n1	-0.1	1.1	-0.536	-2.2	-6.6	0.5	3.7	-4.5	0.0
11	Cc1cc(S(=O)(=O)N2CCN(c3ccc(F)cc3)CC2)c(C)s1	-0.3	-5.5	x	-26.1	-17.4	1.6	-5.0	0.5	-0.8
12	O=C(O)CCCC(=O)Nc1ccccc1-n1ccnc1	0.8	3.0[5 µM]	0.763	-15.3	-22.2	-6.6	7.0	1.8	-0.5
13	O=[N+]([O-])c1ccc(/C=[N+](\[O-])CCO)o1	0.8	8.3	0.663	-6.3	-2.2	9.6	-16.4	0.5	0.3
14	Cc1cccc(N2C(=S)NC3c4cc(Cl)ccc4OC2(C)C3C(=O)N(C)C)c1 (centres undefined)	0.2	-0.7	-0.189	2.7	-34.8	-6.0	0.4	2.1	0.4
15	COc1ccc(C(CC(=O)N2CCCC(C)C2)c2c(OC)cc(OC)c3ccc(=O)oc23)cc1 (centres undefined)	x	5.1	-1.5	-54.3	-16.6	-14.4	-29.0	0.8	x
16	Cc1ccc(-c2nc(C)sc2CC(=O)OCC(=O)Nc2cccc([N+](=O)[O-])c2)cc1	-0.3	-12.3	-0.271	22.5	-7.2	-7.1	1.0	-1.1	-0.8
17	COc1cc(C2SCCS2)cc(Br)c1Oc1ncccc1[N+](=O)[O-]	0.3	-2.7	-0.0351	1.7	-25.0	-7.1	-14.7	-5.8	-0.2
18	CCc1c(C)sc(NC(=S)N2CCN(CC)CC2)c1C(=O)OC	0.6	5.5	-0.49	-33.5	-21.5	-10.0	-20.6	0.6	0.3
19	C(=C\c1ccccc1)/CSc1nnc(-c2cccnc2)o1	-0.3	-1.7	x	10.0	0.0	-4.7	-6.9	-11.1	-0.2
20	Cc1nc2oc3c(=O)[nH]cnc3c2c2c1COC(C)(C)C2	1.6	-25.2	-0.487	-46.0	-15.2	-4.2	-7.6	1.9	2.1

Going on with the list:
cpd	molecule	TRPML3 ag	PPC-1+TRAIL kill	Cl transport mod	m-calpain inh	Furin inhibitor	EBV gp42 block	Tb hexokinase	thrombin 1536	zfTRPN1 agonist
21	O=C1c2ccccc2C(=O)N1c1ccc(Br)c2cccnc12	-0.2	8.2	0.0463	-3.0	-26.7	-16.1	-5.9	-3.1	0.5
22	CC1(C)CSC(=NCc2ccccc2)N1C(=O)c1cccc([N+](=O)[O-])c1	14.7*	-13.3	0.02	6.8	-13.8	-22.3	-1.5	3.9	39.8*
23	COC(=O)c1ccc(NC(=S)NC2c3ccccc3CC2O)cc1 (centres undefined)	0.7	-7.5	0.229	38.1	-6.3	-7.9	1.6	9.8	3.2
24	Cn1cccc1-c1nc2ccc(NC(=O)c3cccs3)cc2[nH]1	0.3	16.4	x	0.1	-15.5[20 µM]	-15.1	-28.2	-5.8	3.4
25	Cc1cc(C)nc(NC(=O)CSc2nnnn2-c2ccccc2)n1	0.7	9.7	-0.0236	-14.3	-14.7[20 µM]	-20.3	-5.0	2.6	-0.1
26	O=C(N/N=C/c1ccc(N2CCOCC2)o1)c1cccc([N+](=O)[O-])c1	-0.1	20.8	1.3	20.6	-10.6	-2.0	-10.7	15.4	-0.1
27	O=C(Nc1nnc(Cc2ccccc2)s1)c1cccnc1	0.7	-9.5	-0.163	0.5	-24.1	4.9	-5.4	-5.0	1.6
28	Cc1ccc(NC(=O)CN2C(=O)S/C(=C/c3ccc(O)c([N+](=O)[O-])c3)C2=O)cc1C	-0.3	1.8	-3.65	-36.5	-29.0	64.7*	23.0	-3.9	-0.9
29	CCCCCCNC(=O)CC(NS(=O)(=O)c1ccc(OC)cc1)C(C)C (centres undefined)	-0.7	18.0	0.436	4.4	-7.5	-4.2	3.3	-4.0	-1.9
30	COc1ccc(-c2ccc(OC)c([C@H]3[C@H]4C=CC[C@@H](C)[C@@H]4C(=O)N3Cc3ccccc3)c2)cc1C	x	0.0	-0.258	-10.3	-23.8	-10.3	-12.5	-7.4	x
31	Cc1ccc(/C=N/Nc2nnc(Cc3ccccc3)c(=O)[nH]2)o1	0.1	3.9	0.481	21.9	-28.8	-17.5	-1.5	-17.2	-0.9
32	CCN(CC)C(=O)c1[nH]cnc1C(=O)N[C@@H](C)C(=O)OCc1ccccc1	0.5	1.1	0.403	-12.5	-23.9	-15.0	-3.3	-2.2	6.0
33	O=C(Nc1ccc(F)cc1F)Nc1csc2ccccc12	2.3	16.0	0	18.2	6.3	-4.3	12.8	-3.2	1.5
34	Cc1cccc2c1NC(=O)C21N2CCCC2C(C(=O)c2ccc3ccccc3c2)C12C(=O)Nc1ccccc12 (centres undefined)	0.0	-1.9	-1.49	-39.2	-7.9	-8.6	-13.1	0.7	4.2
35	CC(=O)c1ccc(N2CCN(C(=O)COc3ccccc3F)CC2)c(F)c1	0.6	15.4	-0.252	-2.5	-12.7[20 µM]	-18.0	-14.2	3.6	0.0
36	CCOC(=O)CSc1nc2ccccc2c(=O)n1-c1ccc(C(=O)NCCOC)cc1	0.2	15.5	0.0597	-24.1	-33.3[20 µM]	-14.6	-2.5	-17.8	0.9
37	CCN=C1SC(CC(=O)Nc2ccc(C)cc2)C(=O)N1CC (centres undefined)	0.7	13.0	x	1.8	-12.1	-17.0	9.1	-3.0	1.9
38	CCOC(=O)C/C(C)=N\Nc1ccc([N+](=O)[O-])cc1[N+](=O)[O-]	0.5	11.7	0.057	46.6	-3.7	0.8	-19.6	2.4	0.3
39	Cn1cc(/C=C/C(=O)N2CCCC(C(=O)c3cccc(C(F)(F)F)c3)C2)cn1 (centres undefined)	1.5	19.7	0.333	17.0	-23.9	1.3	3.2	-0.6	2.8
40	COc1ccc(-n2nnnc2/C=C/Nc2cc(C(F)(F)F)ccc2OC)cc1	0.0	-18.0	0.733	-6.8	-9.5	-11.8	-27.0	-2.0	2.8

Other records:
cpd	molecule	TRPML3 ag	PPC-1+TRAIL kill	Cl transport mod	m-calpain inh	Furin inhibitor	EBV gp42 block	Tb hexokinase	thrombin 1536	zfTRPN1 agonist
41	CC(C)CCSc1cc(NCCO)c([N+](=O)[O-])c2nonc12	0.8	14.4	-0.935	7.9	8.9	2.3	-7.9	x	-0.4
42	CC12COC3(C(=O)Nc4ccc(Cl)cn4)CC1CCC32C (centres undefined)	0.3	-3.6	0.814	23.9	-24.7[20 µM]	-0.9	1.6	5.1	-0.4
43	COc1cc(CNn2c(C)n[nH]c2=S)cc(Cl)c1OCc1ccc(F)cc1	1.5	16.8	-0.606	-19.2	-4.2[20 µM]	0.9	-4.4	0.9	2.5
44	Cn1cc(CC(=O)N2CCN(c3ccccc3F)CC2)c2ccccc21	-0.2	-19.8	x	12.4	-17.3	-1.6	-5.3	0.6	-2.1
45	COc1ccc(/C=C/C(=O)OCC(=O)Nc2ccc(C)cc2)cc1S(=O)(=O)N1CCOCC1	0.0	9.0	0.138	-5.0	-17.5	-42.1	29.6	1.5	-0.5
46	COc1ccc(S(=O)(=O)NCc2ccc(C(=O)N(C)Cc3ccco3)cc2)cc1	-0.6	13.7	0.816	-3.9	-8.7[20 µM]	-1.6	19.4	-1.5	0.1
47	CCCCCn1c(CN2CCN(Cc3ccccc3)CC2)nc2c1c(=O)n(C)c(=O)n2C	-0.5	21.9	0.571	-35.6	-19.5[20 µM]	-16.4	-14.9	2.1	-0.3
48	Cc1ccc(C(=O)Oc2ccc(Cl)c3cccnc23)cc1[N+](=O)[O-]	0.5	8.7	-1.12	26.3	-13.3	-0.7	-2.2	1.3	1.2
49	O=C(N/N=C/c1c[nH]c2ccccc12)c1cccs1	0.1	34.5	0.29	-4.6	-16.0	-3.7	-131.0	-2.5	0.7
50	COc1ccc(CNC(=O)C2CC(c3ccc(OC)cc3)=NO2)cc1 (centres undefined)	1.0	11.3	-0.239	-14.9	-9.2	-17.1	26.3	-1.1	2.5

Whole records from above. Order of values: TRPML3 ag, PPC-1+TRAIL kill, Cl transport mod, m-calpain inh, Furin inhibitor, EBV gp42 block, Tb hexokinase, thrombin 1536, zfTRPN1 agonist
Cc1ccc(C(=O)Oc2ccc(Cl)c3cccnc23)cc1[N+](=O)[O-] is entered as 0.5, 8.7, -1.12, 26.3, -13.3, -0.7, -2.2, 1.3, 1.2
CC(C)CCSc1cc(NCCO)c([N+](=O)[O-])c2nonc12 is entered as 0.8, 14.4, -0.935, 7.9, 8.9, 2.3, -7.9, x, -0.4
